# Mdm2-MdmX inh = inhibitors of human Mdm2-MdmX association, primary screen, cell-based, luminescence, split luciferase, SaOS-2, uHTS; Protein Mdm4 (Homo sapiens) + E3 ubiquitin-protein ligase Mdm2 (Homo sapiens), …; SaOS-2 split-luciferase Mdm2/MdmX complementation; inhibition, % at 8 µM; 330,000 compounds, 3% hits; AID 485346, 2010;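 active means inhibition of at least 50% at 8 µM in the primary screen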
# Target sequence (O15151 whole entry, looked up): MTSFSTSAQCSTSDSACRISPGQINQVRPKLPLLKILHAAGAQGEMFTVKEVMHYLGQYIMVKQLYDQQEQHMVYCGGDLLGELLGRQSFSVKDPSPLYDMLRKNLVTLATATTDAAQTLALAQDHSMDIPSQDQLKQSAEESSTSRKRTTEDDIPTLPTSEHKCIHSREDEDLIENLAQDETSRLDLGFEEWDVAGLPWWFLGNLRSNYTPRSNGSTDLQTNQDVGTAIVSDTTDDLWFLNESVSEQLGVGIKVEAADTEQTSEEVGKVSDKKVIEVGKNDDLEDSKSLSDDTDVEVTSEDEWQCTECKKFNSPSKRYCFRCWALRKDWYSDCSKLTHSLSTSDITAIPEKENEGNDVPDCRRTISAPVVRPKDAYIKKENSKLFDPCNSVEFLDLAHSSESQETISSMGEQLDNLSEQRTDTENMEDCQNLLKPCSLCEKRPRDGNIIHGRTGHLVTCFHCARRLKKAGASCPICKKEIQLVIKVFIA
# Target sequence (Q00987 whole entry, looked up): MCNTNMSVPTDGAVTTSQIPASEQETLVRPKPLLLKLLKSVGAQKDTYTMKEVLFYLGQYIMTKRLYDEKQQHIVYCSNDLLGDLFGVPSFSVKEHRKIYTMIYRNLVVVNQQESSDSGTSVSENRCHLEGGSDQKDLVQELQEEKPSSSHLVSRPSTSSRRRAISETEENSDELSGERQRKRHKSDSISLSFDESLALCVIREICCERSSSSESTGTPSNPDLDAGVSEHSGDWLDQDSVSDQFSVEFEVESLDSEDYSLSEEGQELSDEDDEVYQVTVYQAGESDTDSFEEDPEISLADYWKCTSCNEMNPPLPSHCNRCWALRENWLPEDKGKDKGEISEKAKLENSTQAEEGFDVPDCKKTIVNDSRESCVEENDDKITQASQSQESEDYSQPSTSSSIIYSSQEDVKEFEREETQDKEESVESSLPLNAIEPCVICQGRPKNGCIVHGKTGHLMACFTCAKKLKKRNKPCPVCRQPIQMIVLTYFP
# tim23-1 inh = growth inhibitors of tim23-1 mutant yeast, primary screen, luminescence, uHTS | S. cerevisiae tim23-1 growth, BacTiter-Glo luminescence, 24 h | inhibition, % at 20 µM | 330,000 compounds, 1.3% hits | AID 463212, 2010;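 active means growth inhibition of the mutant yeast at or above 50%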;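 further: temperature-sensitive mutant grown at 25 °C; plate controls were DMSO-treated mutant yeast for no effect and medium wells lacking yeast for full effect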
# APJ ag = agonists of human apelin receptor APJ, primary screen, CHO-K1 cells, PathHunter beta-arrestin, luminescence | P35414 | 0% DMSO wells, 100% apelin | activation, % at 20 µM | 330,000 compounds, 0.11% hits;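 active means activation more than six SD over the plate average, tested at 20 µM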;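 further: 0% = DMSO alone and 100% = apelin-13 at 10 nM; some results filed as inactive read as strong as hits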
#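 Assay system: engineered CHO-K1 APJ arrestin reporter cells; Amount: 1000 CHO-K1 reporter cells seeded per well; Dosing: one dose, 20 µM compound, 1% DMSO; Times: compound stimulation 90 min at 25 °C, detection 60 min; Measured by: luminescent beta-gal fragment complementation, chemiluminescent substrate; Read-out: APJ–arrestin association signal; Controls: DMSO vs Apelin-13 10 nM.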
# NR3A LBD binder = binders of NR3A ligand-binding domain, primary screen, biophysical, differential scanning fluorimetry, uHTS; Glutamate receptor ionotropic, NMDA 3A (GRIN3A) ligand-binding domain; NR3A LBD differential scanning fluorimetry, Tm shift; 0% = protein alone, 100% = glycine-bound protein; Tm shift relative to glycine control, % at 25 µM; 340,000 compounds, 2.5% hits; AID 1259313, 2017;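 active means melting temperature shift of at least 10% of the positive control shift, at one fixed dose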
# tim10-1 inh = growth inhibitors of tim10-1 mutant yeast, primary screen, luminescence, uHTS; S. cerevisiae tim10-1 ts strain growth, BacTiter-Glo, 24 h; 330,000 compounds, 2.2% hits; inhibition, % at 20 µM; AID 463190, 2010;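 active means inhibition of at least 40%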;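 further: mutant grown at 25 °C; 0% = DMSO wells with yeast and 100% = wells holding no yeast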
# UPR CHOP act = activators of apoptotic CHOP UPR arm, primary screen, cell-based, CHO-CHOP luciferase reporter, luminescence, uHTS | 330,000 compounds, 0.34% hits | UPR activation; percent of tunicamycin response over DMSO baseline | activation, % at 10 µM | AID 449763, 2010;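 active means at 10 µM dose, activation of 40% or more, normalized to positive control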;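 further: 100% = tunicamycin at 10 µg/mL and 0% = DMSO alone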
#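 Dosing – one dose, 10 µM in 0.5% DMSO · System – CHO-CHOP cells, stable luciferase reporter of PERK-eIF2a-CHOP signalling · Input – 500 cells/well · Control set – tunicamycin 10 µg/mL final as positive, DMSO-only wells as negative · Timing – 6 h compound treatment, 37 °C · Measure – % activation vs tunicamycin · Technique – luminescence read with Steady-Glo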
# TIM10 inh = growth inhibitors of isogenic TIM10 control yeast, primary screen, counter-screen for tim10-1 yeast inhibitor project, luminescence, uHTS | S. cerevisiae TIM10 strain growth, BacTiter-Glo luminescence, 24 h | 330,000 compounds, 1.4% hits | AID 463195, 2010 | inhibition, % at 10 µM;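 active means inhibition of 40% or more at the single tested concentration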;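 further: wild-type TIM10 isogenic control strain grown at permissive 25 °C; 0% = DMSO yeast wells and 100% = minimal medium wells without yeast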
# XBP1 UPR activ = activators of adaptive XBP1 UPR arm, primary screen, cell-based, CHO-XBP1 luciferase reporter, luminescence, uHTS. AID 463104, 2010. IRE1-XBP1 UPR activation; percent of tunicamycin response, DMSO as zero. activation, % at 20 µM. 330,000 compounds, 0.33% hits;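 active means versus positive control, 20 µM dose yields 30% or more activation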;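 further: 100% = tunicamycin at 10 µg/mL and 0% = DMSO only wells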
#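 Material – CHO cell line with stable XBP1 luciferase reporter · Buffer or medium – F12 plus 10% FBS · Compound – single point, 20 µM final compound, 1% DMSO · Schedule – 16-18 h cell attachment at 37 °C, then 6 h compound exposure · Signal – Steady-Glo luminescence read · Benchmarks – high control tunicamycin 10 µg/mL final, low control DMSO vehicle only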
# NLRP3 yeast inh = NALP3 inflammasome inhibitors in reconstituted yeast, primary screen, luminescence, uHTS | Yeast reconstituted NLRP3/ASC/caspase-1, beta-gal luminescence, 24 h | inhibition, % at 10 µM | 330,000 compounds, 0.39% hits | AID 2825, 2010;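 active means inhibition of 50% or more; inactive means inhibition below 50%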;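 further: plate controls were induced DMSO wells for no effect and uninduced yeast grown without galactose for full effect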
# * hit, by the source's call; · = no result given.
# A first look, 4 compounds:
SMILES,Mdm2-MdmX inh,tim23-1 inh,APJ ag,NR3A LBD binder,tim10-1 inh,UPR CHOP act,TIM10 inh,XBP1 UPR activ,NLRP3 yeast inh
O=C(NCc1ccncc1)c1ccc(S(=O)(=O)Nc2ccccc2)cc1,9,10,-3,3,-1,-1.3,-1,2,-15
O=C(CSc1n[nH]c(=O)n1C1CC1)c1ccc2c(c1)OCCO2,22,9,-5,-1,20,2.1,-10,3,-3
CCCCn1c(N)c(N(CCC(C)C)C(=O)c2cccc(-n3cnnn3)c2)c(=O)[nH]c1=O,8,14,-5,0,13,1.5,5,0,4
Cc1nn(C)cc1S(=O)(=O)N1CCN(Cc2cccc(Cl)c2)CC1,-35,2,-1,0,28,-0.8,11,0,14

# The whole of this part, previewed entries included:
SMILES,Mdm2-MdmX inh,tim23-1 inh,APJ ag,NR3A LBD binder,tim10-1 inh,UPR CHOP act,TIM10 inh,XBP1 UPR activ,NLRP3 yeast inh
O=C(NCc1ccncc1)c1ccc(S(=O)(=O)Nc2ccccc2)cc1,9,10,-3,3,-1,-1.3,-1,2,-15
O=C(CSc1n[nH]c(=O)n1C1CC1)c1ccc2c(c1)OCCO2,22,9,-5,-1,20,2.1,-10,3,-3
CCCCn1c(N)c(N(CCC(C)C)C(=O)c2cccc(-n3cnnn3)c2)c(=O)[nH]c1=O,8,14,-5,0,13,1.5,5,0,4
Cc1nn(C)cc1S(=O)(=O)N1CCN(Cc2cccc(Cl)c2)CC1,-35,2,-1,0,28,-0.8,11,0,14
C/C(CC(=O)Nc1ccc(Cl)c(Cl)c1)=N\NC(=O)Cc1ccccc1,-25,29,3,-5,17,5.3,18,1,1
O=C(O)c1cnc2ccccc2n1,2,7,-7,-2,9,0.1,-15,0,0
Cc1ccc(S(=O)(=O)NC(=S)NC2CCCCC2)cc1,4,20,-2,5,13,-0.6,11,-2,9
Nc1nc2n(n1)C(c1ccc(Cl)cc1)CC(c1ccc(F)cc1)N2 (stereo not given),2,-3,-2,1,-6,-0.6,5,0,3
COc1ccccc1N1CCN(/N=C/c2ccc(O)cc2O)CC1,16,13,0,2,-4,4.4,-5,-5,13
N#Cc1cccc(NC(=O)CSc2nnc(-c3n[nH]c4ccccc34)o2)c1,-50,-11,-2,71*,-12,-0.6,3,-3,5
O=C1OC[C@H]2CCCN2C(=O)[C@@H](CC(=O)N(CCO)Cc2ccccc2)C/C=C\CC[C@@H]1Cc1ccc(F)cc1,12,15,-2,1,14,1.5,6,0,22
COc1ccc(/C(N)=N/OC(=O)/C=C/c2ccccc2)cc1,3,80*,6,8,62*,-0.5,61*,7,-10
O=C(N/N=C/c1c[nH]c2ccccc12)c1ccccc1,-14,-12,-1,18*,-42,3.1,1,2,20
CCOC(=O)NNC(=O)C12CC3CC(CC(C3)C1)C2,-2,-1,-1,0,12,-1.7,-5,-3,6
Cc1ccc(C)c(OCC(=O)N2CCc3ccccc3C2)c1,-5,32,-6,2,13,4.3,9,0,15
COc1ccc(C)cc1NC(=O)CN(C)S(=O)(=O)c1cnc[nH]1,-4,13,-2,-4,21,-1.4,0,0,14
Fc1ccc2nc(N3CCCC3)sc2c1,-57,9,-8,-3,15,5.6,-1,1,2
C=CCNc1nc(N)c(C(=O)Nc2cc(C)on2)s1,-36,7,0,·,-9,4.4,14,3,22
CC(/C=N/n1c(-c2n[nH]c3c2CCC3)n[nH]c1=S)=C\c1ccco1,5,13,-4,2,19,2.2,4,-4,9
Cc1ccc(NC(=O)CN2C(=O)S/C(=C/c3ccc(-c4cc(C(=O)O)ccc4C)o3)C2=O)cc1C,5,12,1,4,24,-0.5,1,1,-1
O=C(CCS(=O)(=O)c1ccccc1)N(CCCN1CCOCC1)c1nc2ccc(F)cc2s1,45,35,-5,2,30,57*,56*,-7,45
CCOC(=O)c1cccc(NC(=O)C2CCN(S(=O)(=O)c3cccs3)CC2)c1,4,19,-3,-7,33,-1.8,5,-1,1
COc1ccc(S(=O)(=O)Nc2cccc(-c3ccc(N4CCCCCC4)nn3)c2)c(OC)c1,-3,5,-1,3,13,6.7,7,3,5
CC(=O)N(c1cccc(Br)c1)C1C=CS(=O)(=O)C1 (stereo not given),0,14,-3,·,15,0.6,12,0,33
COc1ccc(S(=O)(=O)NCCC(=O)NC2CCCCC2C)cc1[N+](=O)[O-] (stereo not given),7,13,-5,-1,8,0.8,-4,-2,4
Cc1ccccc1N/C(=C(/C(Cl)=C(Cl)Cl)[N+](=O)[O-])n1nnc2ccccc21,-2,19,2,-11,0,0.0,4,-3,2
COc1cc(NC(=S)Nc2ccccn2)c(OC)cc1Cl,8,-15,-4,2,22,0.7,0,-2,13
CC(C)(C)c1ccc(COC(=O)CN2C(=O)NC3(CCCC3)C2=O)cc1,9,15,-4,1,28,-0.6,18,-3,6
CCCc1nc(SCC(=O)N2CCc3ccccc3C2)c2ccccc2n1,0,40,2,13*,36,0.2,24,-5,-7
CC1CCCC(NC(=O)CCNC(=O)c2ccc(Br)cc2)C1C (stereo not given),11,13,9,0,2,-0.8,0,-2,24
CC1=CC(c2ccccc2)n2nnnc2N1 (stereo not given),2,8,-1,1,-28,1.1,-24,0,23
CC(C)CNC(=O)C(=O)N/N=C/c1cccs1,-15,-7,-4,-2,14,5.1,3,0,1
N#CC1=C(N)Oc2cc(N)ccc2C1c1cccc(Br)c1 (stereo not given),42,15,1,3,-1,-2.6,16,10,7
COc1ccc(C/C(C)=N/NC(=S)Nc2ccc(Cl)cc2)cc1,11,28,-2,2,20,-0.6,21,-1,16
COc1ccc(-c2c(-c3cc(OC)cc(OC)c3)sc3ccc(OC)cc23)cc1,2,-11,-4,13*,0,-0.2,-9,-3,17
Cc1ccccc1OCCSc1nnc(C)n1-c1ccccc1,11,21,-4,-1,22,0.1,-1,5,-1
Cc1nc2cc(-c3cccc(F)c3)nn2c(C)c1CCC(=O)NC(C)CCc1ccco1 (stereo not given),27,2,-2,-8,-1,-6.0,4,-5,17
CCCCn1c(=O)[nH]c(=O)c2c1nc(-c1cccc(OC)c1)n2C,14,9,-2,-3,-8,0.4,-13,0,0
CC1CC(C)CN(CC(=O)NCCc2ccc(S(N)(=O)=O)cc2)C1 (stereo not given),10,14,-1,0,1,0.0,7,-2,-3
COc1ccc(-c2nnc(-c3cc(OC)c(OC)c(OC)c3)o2)cc1OC,32,32,1,-2,24,-0.8,20,2,28
CN(C(=O)COC(=O)c1ccc(-c2ccc(O)cc2)cc1)C1CCS(=O)(=O)C1 (stereo not given),-7,-14,-4,-1,-6,0.7,-11,1,5
Cc1ccc(C(=O)NCC(=O)OC(C)C(=O)NCCC2=CCCCC2)cc1C (stereo not given),1,25,-3,-1,20,-1.0,17,1,10
O=C(COC(=O)C1CCN(S(=O)(=O)c2cccc3cccnc23)CC1)c1ccc(F)cc1,16,26,-2,-2,20,-0.6,-2,-3,23
O=C(Nc1ccc2c(c1)CCCN2C(=O)c1ccco1)c1cc([N+](=O)[O-])ccc1Cl,82*,20,11,3,7,2.1,12,-3,12
O=C1C2C3c4ccccc4C(c4ccccc43)C2C(=O)N1Cc1cccnc1 (stereo not given),-26,3,2,-1,10,1.2,4,2,14
CCN(CC(=O)NCc1ccc(Cl)cc1)C(=O)COc1cccc(C(F)(F)F)c1,-2,-6,-5,0,-7,0.7,-5,-2,20
CCN1C(=O)c2ccccc2S(=O)c2ccc(C(=O)N3CCCCCC3)cc21 (stereo not given),11,15,3,0,12,1.3,5,-2,-21
O=C(Nc1nc2c(Cl)cccc2s1)c1ccc([N+](=O)[O-])o1,23,26,2,-12,11,0.2,8,-1,33
NC(=O)/C(=C\c1ccncc1)c1cccc2ccccc12,10,6,-2,-5,-2,-1.8,15,-3,-7
O=C(c1ccc(F)cc1)c1ccc(-c2ccc(F)cc2)nc1,-13,9,-1,3,1,1.1,3,-2,43
COc1cc(C)c(CN2CCN(C(C)C(=O)NC(C)c3ccccc3)CC2)cc1OC (stereo not given),7,12,2,-4,-12,0.9,13,0,2
CC(=O)Nc1nc(CC(C)C)cc(-c2ccccc2)c1C#N,4,29,2,-1,16,2.5,26,-1,5
CC(=O)Nc1ccc(NC(=S)NC(=O)c2ccc([N+](=O)[O-])cc2)cc1,-7,27,1,-7,23,1.2,16,0,17
O=C(Cn1nnc2c(cnn2-c2ccccc2)c1=O)NCc1cccs1,-12,-9,0,-1,12,1.5,-20,-2,20
Cc1ccnc(N/C=C(\C#N)c2nc(-c3cccc(Br)c3)cs2)c1,53*,-10,-6,-25,-10,2.5,5,91*,10
O=C(Nc1ccc2[nH]ncc2c1)C1CCC1,2,9,-3,1,8,2.5,4,-6,2
COc1ccc(NC(=O)NCCCN2CCN(c3cc(C)ccc3C)CC2)cc1,26,2,-3,2,8,-0.8,9,-6,3
CCOc1ccccc1NC(=O)CN(C)S(=O)(=O)c1cnc[nH]1,22,12,1,7,14,-0.4,8,-1,21
CCCC(=O)NC(c1ccccc1Cl)c1c(O)ccc2ccccc12 (stereo not given),31,13,-2,-7,25,1.5,-1,-7,4
COc1ccc(NS(=O)(=O)c2cccc(C(=O)NN=Cc3cc(Br)c(O)c(Br)c3)c2)cc1,15,-10,-2,-6,-9,-0.6,-32,-2,25

# Next part:
SMILES,Mdm2-MdmX inh,tim23-1 inh,APJ ag,NR3A LBD binder,tim10-1 inh,UPR CHOP act,TIM10 inh,XBP1 UPR activ,NLRP3 yeast inh
CCN(C(=O)CSc1ccc2c(c1)OCCO2)C1CCS(=O)(=O)C1 (stereo not given),-15,29,7,3,16,-1.7,-3,-2,10
C[C@]12c3[nH]c4cc(-c5ccco5)ccc4c3CCN1C(=O)[C@@H](CC(=O)NCc1ccco1)C[C@@H]2C(=O)N1CCCCC1,31,43,·,0,22,3.4,-5,1,·
COC(=O)c1cc(OC)nc(OC)c1,8,-3,-2,-1,-16,-0.5,-4,2,-8
CCCc1cc(=O)oc2c(C)c(OCC(=O)NC3CC(C)(C)NC(C)(C)C3)ccc12,40,8,-2,0,8,2.0,-1,-4,14
COCC1CCN(C(=O)c2cc(COc3ccc(-n4cncn4)cc3)on2)CC1,-8,16,9,-3,7,0.0,1,-2,19
O=C(c1cccc(S(=O)(=O)N2CCOCC2)c1)N1CCN(C/C=C/c2ccccc2)CC1,20,-14,-1,1,-9,-0.6,3,-1,-1
O=C(Nc1nn[nH]n1)c1ccc(S(=O)(=O)N2CCCCC2)cc1,15,5,-4,3,1,4.6,0,3,14
